Efflux pump inh: blocks antifungal efflux pumps in multiplex yeast assay; S. cerevisiae Candida pump triplex, Nile Red efflux; actives 0.44% (n = 330,000); inhibition, % at 10 µM;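 active = plate passing quality check with inhibition over a set limit, or well fluorescence over plate mean plus 4 SD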;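 note: Nile Red retained in pooled yeast measured as flow cytometry median fluorescence; 0% = buffer negative control and 100% = Enniatin B positive control; higher means more Nile Red kept so more efflux inhibition; some compounds called inactive have numbers as strong as hits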
ZTA counter: blocks Epstein-Barr virus ZTA, an EBNA-1 counter-screen; P03206; inhibition, % at 11 µM; AID 2234; ZTA-DNA binding, fluorescence polarization; actives 0.15% (n = 320,000); in the data active = inhibition above about 33%
Target sequence (P03206 whole entry, looked up): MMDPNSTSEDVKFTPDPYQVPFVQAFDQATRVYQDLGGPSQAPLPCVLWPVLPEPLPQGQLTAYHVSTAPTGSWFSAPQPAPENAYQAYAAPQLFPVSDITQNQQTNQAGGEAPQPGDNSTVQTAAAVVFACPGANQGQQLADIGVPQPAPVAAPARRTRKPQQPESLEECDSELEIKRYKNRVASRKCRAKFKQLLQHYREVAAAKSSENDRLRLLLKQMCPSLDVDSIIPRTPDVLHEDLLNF
TPT1 inhibitor: blocks Candida albicans tRNA 2'-phosphotransferase. actives 0.81% (n = 300,000). inhibition, % at 5 µM. AID 1962. recombinant caTPT1, FP RNA substrate dephosphorylation;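 active = inhibition above the mean of all tested compounds plus 3 SD, set per screening campaign, cut at about 24% in these data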;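 note: plate controls were DMSO alone for no effect and ferristatin control at 100 nM for full effect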
PP5 inh: PP5 (human) phosphatase inhibition | P53041 | actives 0.18% (n = 320,000) | purified PP5c, OMFP substrate fluorescence | AID 1987 | inhibition, % at 6.7 µM;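 active = inhibition above the campaign's mean inhibition across all tested compounds plus 3 SD, cut at about 9.5% in these data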;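 note: 0% = DMSO only and 100% = 100 µM cantharidin control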
Target sequence (P53041 whole entry, looked up): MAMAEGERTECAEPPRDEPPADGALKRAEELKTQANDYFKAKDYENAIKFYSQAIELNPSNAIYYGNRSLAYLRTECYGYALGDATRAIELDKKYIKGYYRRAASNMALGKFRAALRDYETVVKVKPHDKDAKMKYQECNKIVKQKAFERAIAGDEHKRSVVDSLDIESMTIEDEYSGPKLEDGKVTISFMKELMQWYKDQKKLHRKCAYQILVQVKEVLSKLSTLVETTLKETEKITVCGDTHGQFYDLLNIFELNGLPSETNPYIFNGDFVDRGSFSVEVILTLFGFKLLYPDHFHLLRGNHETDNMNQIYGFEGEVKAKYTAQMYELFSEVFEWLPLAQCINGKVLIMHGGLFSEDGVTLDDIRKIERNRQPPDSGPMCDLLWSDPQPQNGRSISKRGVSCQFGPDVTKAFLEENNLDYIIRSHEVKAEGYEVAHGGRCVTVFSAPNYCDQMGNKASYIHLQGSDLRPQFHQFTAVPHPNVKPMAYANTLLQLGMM
EBNA-1 inhibitor: blocks EBNA-1 binding to DNA; inhibition, % at 14.8 µM; EBNA-1 DNA binding, fluorescence polarization; actives 0.34% (n = 300,000); in the data active = inhibition above about 28%
Fh CTSL1 inh: counter-screen for PFM18AAP inhibitors: inhibitors of F. hepatica cathepsin L1; recombinant F. hepatica cathepsin L1, Z-Leu-Arg-MCA fluorescence; inhibition, % at 5.96 µM; actives 0.49% (n = 300,000);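 active = inhibition above the mean of all tested compounds plus 3 SD, set per screening campaign, cut at about 17% in these data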;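 note: 0% = plate median of test compound wells and 100% = 1 µM Z-Phe-Ala-diazomethylketone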
PREPL inhibitor: inhibits the human prolyl oligopeptidase-like enzyme | actives 0.68% (n = 320,000) | Q4J6C6 | inhibition, % at 5.96 µM | recombinant PREPL, fluorescence polarization activity-based probe; in the data active = inhibition above about 43%;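 note: 0% = enzyme with DMSO and 100% = wells lacking enzyme; many of its hits are not listed in these tables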
core dimer inh: HCV core protein dimerization inhibition; actives 0.33% (n = 300,000); inhibition, % at 5 µM; TR-FRET GST/Flag-core106 dimerization, 1536-well;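 active = inhibition above the mean of all tested compounds plus 3 SD, set per screening campaign, cut at about 45% in these data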
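Material: Tagged HCV core106 pair (GST and Flag) | Amount: GST-core106 13.5 nM, Flag-core106 17 nM | Medium: KF-containing HEPES buffer, pH 7.45, DTT, CHAPS, BSA | Reagent: Eu donor and XL665 acceptor anti-tag antibodies | Schedule: 4 h at 22.5 °C | Technique: Time-resolved FRET, ex 340 nm, em 617 and 671 nm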
PP1 inh: blocks human PP1-alpha phosphatase, a PP5 counter-screen; P62136; purified PP1alpha, OMFP fluorescence; inhibition, % at 6.7 µM; actives 0.9% (n = 320,000);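 active = inhibition above the mean inhibition of all tested compounds plus 3 SD, computed separately for each screening campaign, cut at about 15% in these data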
Target sequence (P62136 whole entry, looked up): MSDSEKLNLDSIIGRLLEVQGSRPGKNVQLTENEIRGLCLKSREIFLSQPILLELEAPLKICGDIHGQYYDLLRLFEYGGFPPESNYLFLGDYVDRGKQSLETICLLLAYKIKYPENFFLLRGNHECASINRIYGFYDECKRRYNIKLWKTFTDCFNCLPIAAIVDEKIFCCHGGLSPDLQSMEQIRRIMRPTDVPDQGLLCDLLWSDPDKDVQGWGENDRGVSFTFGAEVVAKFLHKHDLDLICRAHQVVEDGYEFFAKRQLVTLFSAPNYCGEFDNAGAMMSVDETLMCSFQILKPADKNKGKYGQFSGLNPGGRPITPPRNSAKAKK
Active calls of the source: *; · = no result given. Not all compounds are listed, so the mix of outcomes need not match the whole.

The line under a structure holds: Efflux pump inh	ZTA counter	TPT1 inhibitor	PP5 inh	EBNA-1 inhibitor	Fh CTSL1 inh	PREPL inhibitor	core dimer inh	PP1 inh
1. COC(=O)CCN(C(=O)C12CC3CC(CC(C3)C1)C2)c1ccccn1
 : 0.3	-9.8	1.7	-2.4	-18.8	4.5	0.7	-3.3	1.9
2. CCC(=O)N1C(=O)C2(Nc3ccccc3N2)c2ccccc21
 : 0.1	5.0	-4.7	-0.1	10.8	2.3	2.9	-2.6	0.9
3. COc1ccc2cc(C3CC(c4ccco4)=NN3C(=O)CCC(=O)O)c(Cl)nc2c1 (stereo not given)
 : -0.1	-1.4	1.9	2.8	-7.9	0.2	4.1	5.8	-1.3
4. CNC(=S)NCc1ccc(Cl)cc1
 : -0.1	18.2	-0.7	-0.7	8.7	3.2	-1.4	-4.7	-2.0
5. O=S(=O)(c1cccc(F)c1)N1CCc2sccc2C1c1ccc(OC(F)(F)F)cc1 (stereo not given)
 : 0.0	3.8	-2.2	2.3	-10.2	0.4	-4.2	0.1	-0.3
6. Cc1ncccc1C(=O)N1CCCC(CCC(=O)N2CCN(c3ccccn3)CC2)C1 (stereo not given)
 : -0.1	4.7	-0.7	-0.8	2.8	3.2	4.1	-1.8	-0.8
7. Clc1ccc(-n2nnc(-c3ncc[nH]3)n2)cc1Cl
 : 0.0	-12.2	3.0	-1.0	-6.2	0.4	0.1	-7.5	4.0
8. Cc1ccccc1OCC(=O)N1N=C(c2cccnc2)CC1(O)C(F)(F)F (stereo not given)
 : 0.1	-2.5	1.4	-1.0	2.7	1.9	0.4	3.0	-2.2
9. O=C(CCCCCC(=O)N(CCO)CCO)N(CCO)CCO
 : -0.1	3.4	-0.8	2.8	-5.8	-1.4	-6.1	-3.0	-4.2
10. O=C(CSc1nnc(CNC(=O)c2c(F)cccc2F)o1)Nc1ccc2c(c1)OCCO2
 : 4.8	-7.8	-0.3	1.3	-3.4	-0.2	0.4	3.4	0.2
11. O=C(Cc1ccccc1)Nc1ccc(NC(=O)C2CCCCC2)nc1
 : -0.1	-2.8	-1.1	-1.0	-2.1	-7.3	12.1	-3.6	-2.5
12. CCOc1ccccc1OCCCC(=O)ON=C(N)c1ccccc1
 : 0.0	-1.0	·	4.7	·	·	13.1	·	-1.9
13. NNC(=O)c1ccc(CSc2nc3ccccc3[nH]2)cc1
 : 0.1	-13.5	1.6	0.7	-11.5	-2.6	10.2	2.4	1.6
14. COc1ccc(NC(=O)NCc2ccc3c(c2)OCO3)cc1
 : -0.1	0.4	-1.3	-1.7	-0.3	8.3	1.4	-2.9	-2.8
15. COc1cccc(OCCCOc2ccccc2C(C)C)c1
 : -0.2	-19.4	0.8	4.2	1.2	3.9	19.6	-0.8	-4.7
16. O=C(Cc1ccccc1)NC(NCCc1ccccc1)C(Cl)(Cl)Cl (stereo not given)
 : 0.1	0.4	2.0	1.7	-10.3	2.0	-35.1	-48.5	-5.5
17. Cc1ccc(S(=O)(=O)c2nc(S(C)(=O)=O)sc2N2CCOCC2)cc1
 : 0.1	2.2	-1.8	0.7	8.8	-3.2	5.5	7.7	1.0
18. CCOC(=O)C1CCCN(C(=O)c2cc3cc4ccc(OC)cc4nc3o2)C1 (stereo not given)
 : 0.2	1.6	-0.6	0.9	2.3	5.1	-13.2	0.9	0.2
19. Cc1cc(C)cc(C(=O)Nc2ccc(N3CCN(C(=O)c4ccco4)CC3)cc2)c1
 : 0.1	-15.8	-0.9	-0.2	4.3	2.4	17.5	0.2	-3.5
20. Cc1ccc2c(C(=O)CNc3nncs3)c(C)[nH]c2c1
 : 0.1	-3.5	2.5	0.6	-4.5	3.7	14.3	-15.5	4.0
21. COC(=O)CN1C(=O)[C@H]2[C@@H](c3ccc(C)o3)N3C(=O)CN(Cc4ccccc4)C(=O)[C@@]3(C)[C@H]2C1=O
 : 0.3	4.4	1.0	2.5	9.0	-3.4	-7.0	11.8	-3.5
22. C=CCNC(=O)c1cc(-c2ccncc2)nc2c(C)cc(C)cc12
 : -0.1	11.6	1.9	-2.1	10.8	3.0	10.2	11.3	-4.2
23. CCOC(=O)CC1Sc2ccccc2NC1=O (stereo not given)
 : -0.1	4.7	-4.0	-0.5	9.8	-1.1	6.2	-3.9	-0.2
24. CCCCCCCCC(=O)NNC(=O)c1c(O)c2ccccc2n(CC)c1=O
 : -0.2	11.4	-2.1	-1.0	-2.0	0.0	1.8	7.9	-1.8
25. CC(=O)c1c(C)[nH]c(C(=O)N2CCc3ccccc3C2)c1C
 : 0.0	-0.9	-4.1	0.8	10.4	0.8	5.1	-4.0	1.7
26. COc1ccc(/C=N/NC(=O)CCSc2nc3ccccc3s2)cc1
 : -0.1	5.4	-1.5	1.6	4.7	4.8	-4.3	6.1	-2.1
27. CCN1CCN(Cc2oc(CO)cc(=O)c2O)CC1
 : 0.0	7.8	-1.1	1.0	12.2	-2.8	5.8	2.8	2.1
28. COc1ccccc1C1=NNC(=NCc2ccccc2)SC1
 : 0.0	-0.7	-1.4	-1.3	1.2	-0.9	-8.2	6.5	0.3
29. COc1cccc(C(c2sc3ncnn3c2O)N2CC(C)OC(C)C2)c1 (stereo not given)
 : 0.0	-1.6	0.3	0.1	11.1	-1.4	-8.0	9.1	1.5
30. Cc1ccc(C(=O)N/C(=C/c2ccc(N(C)C)cc2)C(=O)NCC2CCCO2)cc1 (stereo not given)
 : -0.3	-9.4	10.8	4.5	-14.7	4.7	-0.1	-12.8	-4.7

2 entries drawn at random from those above, as already listed:
The line under a structure holds: Efflux pump inh	ZTA counter	TPT1 inhibitor	PP5 inh	EBNA-1 inhibitor	Fh CTSL1 inh	PREPL inhibitor	core dimer inh	PP1 inh
9. O=C(CCCCCC(=O)N(CCO)CCO)N(CCO)CCO
 : -0.1	3.4	-0.8	2.8	-5.8	-1.4	-6.1	-3.0	-4.2
6. Cc1ncccc1C(=O)N1CCCC(CCC(=O)N2CCN(c3ccccn3)CC2)C1 (stereo not given)
 : -0.1	4.7	-0.7	-0.8	2.8	3.2	4.1	-1.8	-0.8

Going on with the list.
The line under a structure holds: Efflux pump inh	ZTA counter	TPT1 inhibitor	PP5 inh	EBNA-1 inhibitor	Fh CTSL1 inh	PREPL inhibitor	core dimer inh	PP1 inh
31. CC(C)(C)OC(=O)NN1CC(=O)N2[C@@H](Cc3c([nH]c4ccccc34)C2(C)C)C1=O
 : 0.1	0.4	-3.8	-0.4	4.5	0.5	1.8	-2.8	-2.6
32. CCN(CC)S(=O)(=O)c1ccc(C(=O)Nc2ccc(C(F)(F)F)n(C)c2=O)cc1
 : 0.3	12.0	3.5	3.1	-2.9	0.3	3.9	-7.9	-5.2
33. Cc1ccn2c(=O)nc(SCC(=O)N3CCCc4ccccc43)nc2c1
 : 0.0	3.0	-0.2	-0.6	3.5	0.1	16.0	2.7	-0.6
34. O=C(Nc1nnc(C2=COCCO2)o1)c1ccc(S(=O)(=O)N2CCCCC2)cc1
 : -0.1	-17.0	0.3	2.9	3.1	-3.3	-9.9	11.8	4.3
35. COCC1CCCCN1C(=O)c1ccc(OC2CCN(Cc3ccccn3)CC2)cc1 (stereo not given)
 : 0.1	-4.5	-0.3	0.2	6.6	-0.6	1.0	5.7	1.4
36. O=C(NCC1CCCO1)C1CC(=O)N(c2cccc(Cl)c2)C1 (stereo not given)
 : 0.0	12.3	1.0	3.2	1.1	-1.9	-4.2	-6.5	3.0
37. CCC12CN3CC(CC)(CN(C1)C31C(=O)N(C)c3ccc(C)cc31)C2=O (stereo not given)
 : 0.0	-24.6	-4.2	-2.5	3.6	-1.9	3.7	-5.0	-3.7
38. COC(=O)[C@@H]1C[C@@]2(O)[C@@H](O)[C@@H](O)[C@@H](O)C[C@H]2N1Cc1ccc(C(F)(F)F)cc1
 : 0.0	-19.0	-1.9	0.7	-0.9	0.0	7.8	-7.9	0.5
39. O=C(CSc1nnc(NCc2ccccc2)s1)c1ccco1
 : -0.2	-1.9	-3.4	1.2	2.0	-1.6	5.9	-2.8	-2.6
40. Cc1cc(NS(=O)(=O)c2ccc(NC(=O)c3oc4ccccc4c3C)cc2)no1
 : -0.1	0.6	0.7	5.0	-6.1	3.9	13.4	6.0	-0.1
41. Cc1ccc(NC(=O)CC2S/C(=N/N=C/C=C/c3ccccc3)NC2=O)cc1Cl (stereo not given)
 : -0.1	-5.9	-1.2	1.9	-7.2	-2.5	9.4	5.4	5.8
42. Cc1cccc([N+](=O)[O-])c1C(=O)O
 : -0.1	4.1	·	3.2	·	·	13.3	·	-3.7
43. CN(C)S(=O)(=O)c1cccc(C(=O)Nc2ccc(S(=O)(=O)N3CCCC3)cc2)c1
 : 0.2	6.4	2.9	1.9	1.8	-2.4	2.9	1.6	-3.6
44. COc1cc2[nH]c(=S)nc(NCc3ccc(C)cc3)c2cc1OC
 : 0.5	-8.2	2.0	2.6	3.5	3.0	0.7	6.4	-0.3
45. O=c1c2c(-c3ccccc3)ccnc2[nH]n1-c1ccccc1
 : -0.1	2.0	-0.8	-9.2	-5.4	14.2	24.6	-36.2	2.0
46. O=C(CCS(=O)(=O)c1cccs1)N1CCCC1
 : -0.1	18.0	-2.8	1.9	7.8	0.1	-3.7	-2.4	-2.3
47. O=C(Nc1cccnc1)c1cc(-c2ccc(Br)cc2)on1
 : -0.1	2.1	-0.6	-0.3	9.9	0.1	2.6	1.8	-0.9
48. O=C(COc1ccccc1Br)Nc1ccccc1C(F)(F)F
 : 0.0	-3.4	0.0	3.8	-3.7	-0.2	7.5	-3.0	-2.4
49. O=C(Nc1nncs1)C1CCCC1
 : 0.3	-1.6	4.1	0.4	-2.7	0.5	7.9	-1.1	-0.2
50. COc1cccc(N2CCN(S(=O)(=O)c3ccc4nc(-c5ccccc5)[nH]c4c3)CC2)c1
 : -0.2	-6.3	-0.3	2.1	11.5	1.2	-4.9	20.2	1.5
51. Cc1ccc(NC(=O)c2[nH]cnc2C(=O)NN)cc1
 : -0.1	-26.8	-0.7	4.8	0.2	1.1	16.0	-16.6	4.1
52. CC1(C)NC(C)(C)/C(=C\c2cccs2)C(=O)C1=O
 : 0.5	4.5	3.8	4.3	-1.7	-1.9	1.9	-15.4	-9.7
53. CC(=C/c1ccccc1)/C=N/NC(=O)c1ccccn1
 : 0.0	2.7	-5.1	-1.4	-0.3	-1.4	-8.4	-4.5	-0.8
54. N=c1c(S(=O)(=O)c2ccccc2)cc2c(=O)n3ccccc3nc2n1Cc1ccco1
 : 0.1	-15.7	26.3*	3.6	2.8	1.4	10.0	87.4*	12.1
55. CCN(CC)S(=O)(=O)c1ccc(C(=O)N2CCN(c3ncccn3)CC2)cc1
 : 0.0	9.9	-0.8	0.4	1.8	2.1	-3.1	0.7	-1.9
56. CCOC(=O)CNC(=O)Cn1cnc2c(nnn2-c2cccc(Cl)c2)c1=O
 : -0.1	-15.4	-2.0	1.9	6.1	2.6	21.9	-0.5	-4.6

Single records, as listed above.
Cc1ccc(NC(=O)c2[nH]cnc2C(=O)NN)cc1 reads Efflux pump inh: -0.1; ZTA counter: -26.8; TPT1 inhibitor: -0.7; PP5 inh: 4.8; EBNA-1 inhibitor: 0.2; Fh CTSL1 inh: 1.1; PREPL inhibitor: 16.0; core dimer inh: -16.6; PP1 inh: 4.1
O=C(CSc1nnc(NCc2ccccc2)s1)c1ccco1 reads Efflux pump inh: -0.2; ZTA counter: -1.9; TPT1 inhibitor: -3.4; PP5 inh: 1.2; EBNA-1 inhibitor: 2.0; Fh CTSL1 inh: -1.6; PREPL inhibitor: 5.9; core dimer inh: -2.8; PP1 inh: -2.6
O=C(Nc1nnc(C2=COCCO2)o1)c1ccc(S(=O)(=O)N2CCCCC2)cc1 reads Efflux pump inh: -0.1; ZTA counter: -17.0; TPT1 inhibitor: 0.3; PP5 inh: 2.9; EBNA-1 inhibitor: 3.1; Fh CTSL1 inh: -3.3; PREPL inhibitor: -9.9; core dimer inh: 11.8; PP1 inh: 4.3
